Tn6 DDE FP: disrupts Tn6 cyclic peptide binding to fibrin D-Dimer-E complex | P02675 | Fibrin DD(E) TRITC-Tn6 fluorescence polarization displacement | inhibition, % at 8.3 µM | 370,000 compounds, 0.21% hits;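 active = inhibition above a per-campaign cutoff: mean of compounds within control limits plus 3 SD, cut at about 15% in these data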;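 also: 0% = median of all compound wells on the plate and 100% = blocking peptide control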
PRMT1 FP inh: inhibitors of human PRMT1; Q99873; recombinant PRMT1, activity-based probe fluorescence polarization; inhibition, % at 2.79 µM; 370,000 compounds, 1.3% hits; AID 652257;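 active = inhibition above about 21% made by adding two undisclosed values, limit read from the data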
LEDGF integ inh: blocks HIV-1 LEDGF/p75-dependent DNA integration; TR-FRET IN-LEDGF/p75 DNA integration, Eu/Cy5; inhibition, % at 3.7 µM; 370,000 compounds, 0.64% hits;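 active = inhibition above the screen-wide mean plus 3 SD, cut at about 13% in these data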;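 also: signal is the Cy5 over europium emission ratio at 671 and 618 nm; 0% = plate median of compound wells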
Tn7 DDE FP: disrupts Tn7 cyclic peptide binding to fibrin D-Dimer-E complex | P02675 | 370,000 compounds, 0.13% hits | inhibition, % at 8.3 µM | FP displacement of FITC-Tn7 peptide from fibrin DD(E); 0% = median of compound wells per plate;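 active = inhibition above the mean of compounds falling within the control limits plus 3 SD of them, cut at about 14% in these data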;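 also: 0% = plate median of compound wells and 100% = 10 µM Aha-Tn7 peptide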
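System: human fibrin DD(E); quantity: Fibrin-DD(E) at 2 µM final; also added: fluorescent Tn7 probe at 0.1 µM; compound dosing: single nominal test concentration of 8.3 µM per compound; schedule: 10 min preincubation, 3 h with tracer, room temperature; detection: fluorescence polarization of the labelled Tn7 tracer; repeats: one replicate per compound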
UHRF1 MBD2 ctr: UHRF1 methyl-DNA binding inhibition. 370,000 compounds, 0.75% hits. UHRF1 binding to methylated oligo, TR-FRET. inhibition, % at 4.4 µM; in the data active = inhibition above about 21%;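 also: UHRF1 SRA domain binding a hemimethylated CpG hairpin DNA probe; 0% = median of test compound wells and 100% = reference inhibitor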
TDP2 absorb: TDP2 (human) inhibition, absorbance primary screen | recombinant TDP2, T5PNP hydrolysis, p-nitrophenol absorbance 415 nm | inhibition, % at 12.8 µM | 370,000 compounds, 0.34% hits;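 active = inhibition above the mean of all tested compounds plus 3 SD, set per campaign, cut at about 25% in these data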;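 also: 0% = DMSO with enzyme and 100% = buffer with substrate but no TDP2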
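Test system: human TDP2 enzyme; Input: 120 nM TDP2 per well; Buffer or medium: Mg2+-containing Tris-HCl buffer, pH 7.5; Reagent: 5 mM T5PNP; Dosing: 12.8 µM single point, 1% DMSO; Incubation: reaction 2 h, 37 °C; Detection: p-Nitrophenol epi absorbance; Read-out: % inhibition relative to enzyme-containing and enzyme-free wells; Replicates: single well per compound.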
MBD2 DNA inh: MBD2-methylated oligo binding inhibition; Q9UBB5; TR-FRET, MBD2 binding to methylated oligonucleotide; inhibition, % at 4.4 µM; 370,000 compounds, 0.31% hits; in the data active = inhibition above about 13%
Target sequence (Q9UBB5 whole entry, looked up): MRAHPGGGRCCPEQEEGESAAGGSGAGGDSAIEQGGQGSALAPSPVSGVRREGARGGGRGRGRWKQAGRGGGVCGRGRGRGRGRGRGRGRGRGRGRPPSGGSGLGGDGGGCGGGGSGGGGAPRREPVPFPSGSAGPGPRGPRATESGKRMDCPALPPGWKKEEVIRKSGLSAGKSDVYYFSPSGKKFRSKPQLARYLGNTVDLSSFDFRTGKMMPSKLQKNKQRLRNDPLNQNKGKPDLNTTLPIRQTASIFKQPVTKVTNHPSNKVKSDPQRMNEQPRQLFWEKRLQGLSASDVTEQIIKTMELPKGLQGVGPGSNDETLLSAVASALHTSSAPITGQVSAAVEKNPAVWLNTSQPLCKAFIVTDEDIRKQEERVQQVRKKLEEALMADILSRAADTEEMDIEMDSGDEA
proKLK7 act: activators of human kallikrein-7 zymogen; activation, % at 7 µM; P49862; purified proKLK7, EDANS-DABCYL substrate fluorescence; 100% is mature enzyme control, 0% vehicle; 370,000 compounds, 0.9% hits;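 active = activation above the mean of all tested compounds plus 3 SD, computed per campaign excluding outliers beyond control limits, cut at about 13% in these data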
SIAE primary: blocks human sialic acid acetylesterase; Q9HAT2; SIAE FP-Rh probe binding, fluorescence polarization; inhibition, % at 9.66 µM; 370,000 compounds, 0.69% hits;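 active = inhibition above a cutoff: mean of compounds within the control limits plus 3 SD of those, cut at about 17% in these data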;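 also: 0% = plate median of compound wells and 100% = probe without SIAE protein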
Target sequence (Q9HAT2 whole entry, looked up): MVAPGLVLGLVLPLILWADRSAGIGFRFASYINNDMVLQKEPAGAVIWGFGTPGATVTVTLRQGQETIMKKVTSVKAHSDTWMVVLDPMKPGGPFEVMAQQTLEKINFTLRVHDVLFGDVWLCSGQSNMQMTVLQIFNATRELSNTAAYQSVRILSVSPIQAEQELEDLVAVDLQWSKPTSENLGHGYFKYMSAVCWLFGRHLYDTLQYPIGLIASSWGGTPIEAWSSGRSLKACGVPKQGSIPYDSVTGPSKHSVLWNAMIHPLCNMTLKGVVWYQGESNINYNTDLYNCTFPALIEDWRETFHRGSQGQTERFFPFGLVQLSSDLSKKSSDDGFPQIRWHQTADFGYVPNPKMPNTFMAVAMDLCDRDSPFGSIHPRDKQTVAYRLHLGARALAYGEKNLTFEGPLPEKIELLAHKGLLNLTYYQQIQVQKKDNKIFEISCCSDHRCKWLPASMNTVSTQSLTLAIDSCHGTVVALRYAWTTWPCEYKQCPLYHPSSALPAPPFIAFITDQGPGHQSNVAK
TCR-CD3 inh: inhibitors of human TCR-CD3 interaction | TAMRA-labeled TCR probe fluorescence, biochemical | inhibition, % at 9.4 µM | 360,000 compounds, 0.37% hits; in the data active = inhibition above about 19%;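 also: recombinant mutant TCR 2C K166C tagged with TAMRA read by polarization; 0% = receptor in buffer alone and 100% = receptor with positive control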
* = called active by the depositor; . = not tested or not shown. No enrichment for hits. About 4.6% of those tested had a hit in this group.

SMILES	Tn6 DDE FP	PRMT1 FP inh	LEDGF integ inh	Tn7 DDE FP	UHRF1 MBD2 ctr	TDP2 absorb	MBD2 DNA inh	proKLK7 act	SIAE primary	TCR-CD3 inh
COC(=O)[C@@]12C[C@@H](CC(=O)N3CCN(C(=O)C4CC4)CC3)C(=O)N(Cc3cccc4ccccc34)C1=CCC(C)(C)C2	-4.1	-2.8	-2.6	-11.6	-2.1	-7.8	0.0	1.0	8.4	5.5
Cc1nn(-c2ccccc2)c(C)c1-c1ccccc1O	0.4	0.5	0.9	1.2	-0.4	11.8	-4.5	0.0	11.9	-2.7
COC(=O)CSc1nc(C)cc(Oc2ccccc2)n1	-2.3	7.5	-1.9	1.5	3.7	-9.6	7.2	0.4	-6.9	-6.9
COc1ccc(CN(N=O)C2CC(=O)N(c3ccc(OC)cc3)C2=O)cc1 (configuration not stated)	4.5	-0.4	-3.3	5.2	-2.5	-10.3	-0.8	0.3	-9.2	8.7
N#Cc1c(SCC(=O)Nc2nncs2)sc2c(O)cc(=O)[nH]c12	-16.8	46.0*	20.1*	-3.0	48.2*	20.8	17.6*	0.9	-19.3	26.9*
CC(C)Oc1ccc(C2CC(=O)N(c3ccccc3)C2=O)cc1 (configuration not stated)	3.0	0.7	1.8	-2.4	0.5	7.4	5.2	0.3	2.4	-3.8
CN(CCc1ccccn1)C(=O)Cn1nc(-c2ccccc2)ccc1=O	9.9	0.4	-4.7	-2.7	1.3	-6.8	2.6	-0.4	5.3	.
CCOC(=O)C1CCN(C(=O)C(C)c2ccc([N+](=O)[O-])cc2)CC1 (configuration not stated)	2.2	-4.5	-1.2	0.1	-3.2	-6.7	-3.2	-0.1	-0.5	1.6
Nc1ccc(C2CCCc3nonc32)c2nonc12 (configuration not stated)	3.5	4.5	3.1	1.1	-3.6	-7.7	-1.8	-0.6	1.5	-0.5
Cc1ccc(-c2nn(-c3ccccc3)cc2CN(Cc2ccccc2)C(=O)c2ccco2)o1	-1.8	39.1*	0.6	1.7	-2.5	8.2	0.5	-0.8	-14.9	4.9
CS(=O)(=O)N(Cc1ccc(Cl)cc1)c1ccc(C(=O)NCCC2=CCCCC2)cc1	5.0	-4.0	0.1	3.3	-3.1	3.1	4.1	0.1	-7.7	1.5
Cc1ccc(CNc2cc(-c3nn4c(C)nnc4s3)ccc2C)s1	4.6	-0.7	-1.8	-7.8	-1.1	-2.7	-4.4	1.2	2.6	3.8
CCCSc1nc(C)c(CC(=O)OCC)c(=O)[nH]1	-7.5	-3.9	0.4	-5.6	17.7	-12.3	5.6	0.1	-4.1	3.5
Cc1ccc(C)c(NC(=S)NNC(=O)c2csc3c2CCC(C)C3)c1 (configuration not stated)	0.1	-0.8	0.9	0.0	2.3	-6.8	-2.0	0.0	2.6	-7.6
CCn1cc(C=C2C(=O)c3ccccc3C2=O)c2ccccc21	3.5	-0.3	0.5	2.8	-4.5	13.4	-5.6	0.6	-7.2	1.8
CCCCOc1ccccc1C(=O)NNC(=S)NC(=O)c1ccccc1[N+](=O)[O-]	-10.9	-9.1	0.8	2.6	-2.5	-16.4	-2.4	0.7	-0.1	7.6
O=C(COc1cc(Cl)c(Cl)cc1Cl)Nc1ccc([N+](=O)[O-])cc1Cl	3.7	-0.9	0.1	-5.2	-0.6	11.4	-1.5	0.4	-1.6	1.1
Cc1ccc(-n2c(C)c(C)c3c(NCCO)ncnc32)cc1	-0.2	2.2	-1.4	4.2	3.8	4.1	3.0	-0.4	6.3	1.6
CCCc1ccc(C(=O)/C=C/N(C)C)cc1	-3.1	5.0	3.2	0.7	4.3	-6.2	7.0	0.4	-2.5	-5.1
CCn1c(O)c(C=NC2CCCC(C)C2C)sc1=S (configuration not stated)	-6.4	0.6	-4.3	1.3	0.4	-8.7	-1.0	-0.6	3.0	-3.1
CC(=O)Nc1cc2nn(-c3ccccc3)nc2cc1Cl	-1.4	-0.9	2.3	-1.2	0.0	0.1	2.0	1.2	-6.5	-0.3
O=C(CNC(=O)c1cccs1)OCC(=O)c1ccc(Cl)cc1	2.8	-3.0	4.3	-5.5	2.7	-7.4	-4.7	-0.7	0.5	3.4
COc1ccccc1OCCNC(=O)Cc1ccc(S(=O)(=O)N2CCOCC2)s1	-0.5	-5.6	2.2	0.2	-1.2	1.6	-4.3	-0.7	-5.6	0.2
CCC(=O)Nc1ccc(C(=O)n2nc(C)cc2C)cc1	0.3	2.5	-3.3	2.4	0.5	-0.2	6.0	-0.5	-1.3	3.1
CC(OC(=O)CNC(=O)c1ccc(Br)cc1)C(=O)NC1CCCCC1C (configuration not stated)	2.5	0.2	-1.5	2.9	-2.5	0.3	-4.4	0.5	-1.0	0.2
COC(=O)c1cc2occc2n1CC(=O)Nc1ccc(OC)c(OC)c1	-2.0	1.5	1.9	-2.8	-3.0	6.2	1.0	0.1	2.7	2.9
CCOc1ccccc1NC(=O)C(OC(=O)C1CC1)c1ccccc1 (configuration not stated)	-9.7	-3.5	3.9	4.4	-2.6	2.2	-1.8	0.5	0.6	3.5
Cc1cccc(NC(=O)CCN2CC(C)OC(C)C2)c1 (configuration not stated)	-1.6	-0.7	-0.9	-3.5	-0.3	7.0	2.3	-0.6	-2.2	3.0
CCCc1cc(C(=O)N2CCCC(CO)(CCCc3ccccc3)C2)n(C)n1 (configuration not stated)	0.2	3.1	-5.1	-1.1	3.5	0.5	6.5	0.2	-4.3	-2.2
C[C@@H]1ON(C)[C@H]2C[C@H]3c4cc(N5CCCCC5)ccc4CCN3C[C@@H]12	-4.7	-1.8	0.6	-6.5	-1.8	3.1	-0.2	0.2	3.3	-0.9

Whole records, quoted from the list.
CC(OC(=O)CNC(=O)c1ccc(Br)cc1)C(=O)NC1CCCCC1C (configuration not stated) is entered as Tn6 DDE FP: 2.5; PRMT1 FP inh: 0.2; LEDGF integ inh: -1.5; Tn7 DDE FP: 2.9; UHRF1 MBD2 ctr: -2.5; TDP2 absorb: 0.3; MBD2 DNA inh: -4.4; proKLK7 act: 0.5; SIAE primary: -1.0; TCR-CD3 inh: 0.2
CC(=O)Nc1cc2nn(-c3ccccc3)nc2cc1Cl is entered as Tn6 DDE FP: -1.4; PRMT1 FP inh: -0.9; LEDGF integ inh: 2.3; Tn7 DDE FP: -1.2; UHRF1 MBD2 ctr: 0.0; TDP2 absorb: 0.1; MBD2 DNA inh: 2.0; proKLK7 act: 1.2; SIAE primary: -6.5; TCR-CD3 inh: -0.3

New compounds follow:
SMILES	Tn6 DDE FP	PRMT1 FP inh	LEDGF integ inh	Tn7 DDE FP	UHRF1 MBD2 ctr	TDP2 absorb	MBD2 DNA inh	proKLK7 act	SIAE primary	TCR-CD3 inh
Cc1csc(/N=C/c2ccc([N+](=O)[O-])cc2)n1	0.4	1.4	0.5	-1.4	-1.9	3.5	2.1	-0.8	6.3	-9.4
COc1ccccc1NC(=O)CN1CCN(C(=O)C2CCCO2)CC1 (configuration not stated)	-7.4	-6.1	2.1	4.0	-2.6	-3.3	-1.4	-0.2	-1.1	3.6
CC(=O)c1c(C)[nH]c(=S)c(C#N)c1-c1ccc(F)cc1	4.5	3.0	-0.9	-3.3	-3.7	0.5	1.3	0.2	-1.1	-5.5
CC(=O)c1ccc(OCCCC(=O)NCCc2ccccc2)cc1	-3.4	3.1	-4.5	0.9	2.0	-10.3	-5.4	-0.4	-9.0	-5.3
O=C(/C=C/c1ccccc1Cl)Nc1ccc(-c2nnc3n2CCCCC3)cc1	7.3	1.2	2.4	2.8	0.6	-8.4	-1.9	-1.4	-1.2	2.7
COc1ccc(NS(=O)(=O)c2cc3c(cc2C)N(C)CCO3)cc1	-4.7	5.0	-0.7	-1.2	-3.2	9.0	3.5	-0.3	0.4	-0.6
CC(C)(C)NC(=O)C(c1ccccc1)N(C(=O)CNC(=O)c1cccs1)c1cccnc1 (configuration not stated)	0.7	1.0	-2.7	-1.9	-0.6	13.9	0.0	0.1	2.3	5.0
COC(=O)c1cccc(OCC(O)Cn2ccnc2)c1 (configuration not stated)	-2.1	0.4	0.5	-0.3	-0.6	-0.8	1.1	-0.4	-1.3	2.8
Cc1cc(C)nc(NC(=NCCc2c[nH]c3ccccc23)NC(=O)Nc2ccc(Cl)cc2)n1	-1.3	-3.6	4.5	0.6	-2.3	7.8	4.1	0.3	-22.7	-2.6
CCOc1cc(CNCCc2ccc(S(N)(=O)=O)cc2)ccc1OCc1ccccc1	-3.1	-2.0	2.8	-14.7	2.2	-3.3	-2.6	-0.1	-1.9	-2.0
Cc1ccccc1CCN(C(=O)Cn1nnc2ccccc21)C(C(=O)NC(C)(C)C)c1ccsc1 (configuration not stated)	-7.6	0.1	-1.0	-0.4	0.4	-16.9	2.6	0.5	1.4	0.6
O=C(Nc1cccc(C(F)(F)F)c1)c1cc2c(s1)-c1ccccc1OC2	-4.3	3.7	-3.8	7.4	-0.9	4.7	4.1	-2.4	1.8	-4.2
Nn1c(SCC(=O)Nc2ccccc2C(F)(F)F)nncc1=O	-7.3	3.8	2.0	-3.4	-3.6	10.0	-3.2	-0.2	2.8	7.9
CCCOc1ccc(C(=O)OCC(=O)c2c(N)n(C)c(=O)n(C)c2=O)cc1OCC	3.7	-1.6	1.1	3.0	-1.5	5.9	0.8	-0.3	-3.2	1.4
COCCNC(=O)/C(C#N)=C/c1nc(N(C)C)n(-c2ccc(F)cc2)c1Cl	3.5	-0.2	-1.8	1.5	-0.2	-4.0	1.3	-0.4	-2.1	-0.8
C[C@@H]1Cn2cnc(C(=O)NCc3ccc(CNC(=O)OC(C)(C)C)cc3)c2C(=O)N1	-3.4	4.3	3.1	-5.1	-2.2	1.9	-2.9	-0.9	7.5	1.6
CC1=C/C(=C(\c2ccc(O)c(C)c2)c2ccccc2S(=O)(=O)O)C=CC1=O	-4.0	6.3	-4.2	5.8	-4.5	16.7	-17.8	-0.6	3.8	4.9
CCCCCSc1nc2c(c(=O)[nH]c(=O)n2C)n1C(C)C	-0.6	-2.0	0.7	-3.3	0.4	4.7	-4.2	0.1	-5.0	8.9
CCOC(=O)CSc1nnc([C@H](Cc2ccccc2)NC(=O)OC(C)(C)C)o1	-3.4	2.0	0.1	4.3	0.2	6.3	0.9	0.1	4.7	-2.2
CCCCN(Cc1cc2cc(OC)ccc2[nH]c1=O)C(=O)COc1ccccc1	-3.7	2.1	4.7	-2.8	2.5	-2.3	5.5	0.4	1.3	-2.5
COCc1nnc(NS(=O)(=O)c2ccccc2)s1	-3.2	-1.8	-3.4	-0.7	3.1	-13.1	1.2	-0.1	-2.7	3.1
CCNC(=O)CN1C(=O)NC2(CCCCCC2)C1=O	9.1	2.4	-0.9	-0.3	1.5	3.9	3.4	0.4	-2.0	-3.5
NC(=O)c1cccnc1Nc1ccccc1F	-2.8	0.4	1.5	3.9	-3.2	2.4	-4.2	-0.1	7.3	-2.1
Clc1cccc(Cl)c1C1Nc2cccc3cccc(c23)N1	-1.3	31.3*	7.0	-0.9	-3.5	0.0	-5.8	-1.7	15.7	5.6
CC(C)C(=O)Nc1cccc(-c2nc3ccccc3o2)c1	11.5	-0.6	-0.1	-8.2	-3.1	-0.5	-4.5	0.7	2.3	5.3

From PubChem BioAssay
